# hiPSC survival = enhancers of single-cell hiPSC survival, primary screen, ATPlite luminescence. 100% = ROCK inhibitor wells, 0% = DMSO. survival enhancement, % at 20 µM. actives 0.044% (n = 360,000); in the data active = survival enhancement above about 18%;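 note: cells exposed to compounds for 16 hours before the ATP read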
# EBV LMP1 NFkB = EBV LMP1-driven NF-kappaB luciferase reporter inhibitors, primary screen, cell-based, luminescence, single point. LMP1-induced NF-kappaB luciferase reporter cells. inhibition, % at 12.5 µM. actives 0.69% (n = 350,000). AID 504558, 2011; in the data active = inhibition above about 41%;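 note: 0% = neutral control wells and 100% = reference inhibitor control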
# CF NFkB inh = inhibitors of PAF-induced NF-kB signaling, primary screen, cell-based, GFP fluorescence, uHTS; KKLEB NF-kB-GFP reporter, GFP fluorescence overnight; inhibition, % at 5 µM; actives 0.86% (n = 360,000); AID 588850, 2011;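 active = at least 50% inhibition at 5 µM, scaled per plate between neutral and stimulator controls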;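 note: PAF is a Pseudomonas aeruginosa culture filtrate used as stimulus; plate controls were PAF-stimulated DMSO wells for no effect and unstimulated DMSO wells for full effect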
# Peg3 promoter = Peg3 promoter-driven luciferase inhibitors, primary screen, cell-based, HeLa, luciferase luminescence; HeLa PEG-Prom luciferase reporter, overnight; inhibition, % at 20 µM; actives 1.7% (n = 360,000); AID 588405, 2011;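 active = inhibition of at least 50% at 20 µM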
# HIF-2a inh = HIF-2a reporter inhibitors, primary screen, luminescence, 786-0 RCC cells | 786-0 RCC cells HIF-2a reporter, luciferase luminescence, overnight | inhibition, % at 18.8 µM | actives 0.72% (n = 360,000);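 active = inhibition of the luminescence signal of 40% or more relative to plate controls, in a single-dose primary screen at 18.75 µM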
# C8 TRAIL sens = viability loss with TRAIL in NB7+C8 cells, primary screen, TRAIL sensitizer project, cell-based, ATPlite luminescence. actives 1% (n = 360,000). inhibition (viability loss, TRAIL sensitization), % at 10 µM. AID 624354, 2012;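 active = compounds causing at least 50% loss of cell viability in the single-dose screen, relative to plate controls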
# NR2E3 ag-1 = NR2E3 agonists in two-hybrid cells, primary screen, cell-based, luminescence, CHO-S, Gal4-NCOR/VP16-NR2E3. luciferase. inhibition of corepressor binding, % at 3.98 µM. Photoreceptor-specific nuclear receptor (Homo sapiens), Q9Y5X4. actives 0.35% (n = 360,000). AID 602229, 2012;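 active = inhibition above the mean of all tested compounds plus 3 SD, cut at about 70% in these data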;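 note: 0% = DMSO with NR2E3 transfected cells and 100% = cells lacking NR2E3 construct; higher means lower luciferase signal from less NR2E3 corepressor binding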
# Target sequence (Q9Y5X4 whole entry, looked up, the tested form may be a part): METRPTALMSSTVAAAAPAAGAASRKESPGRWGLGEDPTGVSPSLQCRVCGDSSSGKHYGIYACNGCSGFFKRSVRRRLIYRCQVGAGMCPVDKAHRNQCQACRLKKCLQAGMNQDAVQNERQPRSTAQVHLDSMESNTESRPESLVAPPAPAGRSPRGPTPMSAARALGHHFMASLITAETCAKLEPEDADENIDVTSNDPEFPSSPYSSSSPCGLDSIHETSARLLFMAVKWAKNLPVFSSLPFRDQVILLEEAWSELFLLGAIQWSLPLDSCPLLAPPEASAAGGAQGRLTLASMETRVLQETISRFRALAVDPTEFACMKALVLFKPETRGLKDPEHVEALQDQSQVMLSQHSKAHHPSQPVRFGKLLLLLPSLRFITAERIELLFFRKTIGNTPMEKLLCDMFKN
# Shn3 3UTR inh = reduction of Shn3 3'UTR firefly luciferase signal, primary screen, Schnurri-3 inhibitor project, cell-based, Clone20 osteoblasts, set 2. Clone20 osteoblast Shn3 3'UTR firefly luciferase, 24 h. inhibition, % at 12.5 µM. actives 0.52% (n = 360,000). AID 588674, 2011;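 active = mean inhibition of at least 75% with every replicate also reaching 75%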;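 note: 0% = median of neutral control wells and 100% = pilot-screen positive control compound; some compounds past the cut are filed as inactive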
# NR2E3 ag-2 = inhibitors of NR2E3-RetCOR corepressor binding, primary screen, NR2E3 agonist project, biochemical, TR-FRET, GST-NR2E3, biotin-RetCOR; 1536-well; actives 0.12% (n = 320,000); AID 2300, 2010; inhibition of corepressor binding, % at 4.78 µM; Photoreceptor-specific nuclear receptor (Homo sapiens), Q9Y5X4;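 active = percent inhibition above the cutoff of mean plus 3 SD of all tested compounds, set per screening campaign, cut at about 20% in these data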;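 note: 0% = DMSO wells and 100% = biotin wells as full block of FRET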
#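 Material: NR2E3–RetCOR corepressor complex / Amount: 1.35 nM GST-NR2E3 / Medium: Tris pH 7.5 / Compound: single nominal compound dose of 4.8 µM / Incubation: 5 h at 4 °C / Technique: TR-FRET, Eu(K)-anti-GST donor, streptavidin-D2 acceptor, ex 340, em 617/671 nm / Read-out basis: percent loss of FRET ratio relative to control wells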
# TRPM1 prom inh = inhibitors of MITF-dependent TRPM1 promoter reporter, primary screen, cell-based, SK-MEL-5, single point, luciferase. SK-MEL-5 TRPM1 promoter luciferase, 24 h. inhibition, % at 12.5 µM. actives 0.83% (n = 330,000);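 active = mean inhibition across replicates of 60% or more, whatever share of single replicates reaches that level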; note: values of inactives mirror those of a sister screen read the other way
# KKLEB cytotox = cytotoxicity in KKLEB CF airway cells, primary screen, cytotoxicity control for CF NF-kB inhibitor project, cell-based, uHTS, fluorescence assay plates. AID 602141, 2011. activity change (cytotoxicity), % at 5 µM. KKLEB CF airway cells viability, ATPlite luminescence, overnight; hits give low values; cells stimulated with P. aeruginosa culture filtrate. actives 0.36% (n = 360,000);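 active = corrected activity change at or below -50% at 5 µM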
# * hit, by the source's call; · = no result given. This is a subset (hit frequency here may not be typical).
# Values in the order: hiPSC survival	EBV LMP1 NFkB	CF NFkB inh	Peg3 promoter	HIF-2a inh	C8 TRAIL sens	NR2E3 ag-1	Shn3 3UTR inh	NR2E3 ag-2	TRPM1 prom inh	KKLEB cytotox
COc1ccc(CCN2CC(C(=O)NCCc3ccc(C(F)(F)F)cc3)CCC2=O)cc1 (stereo unspecified)
→ 0.1	-8	-29	6	3	0	-16	-4	-5	-6	-3
C[C@H](CO)N1C[C@H](C)[C@@H](CN(C)C(=O)Nc2ccc3c(c2)OCO3)Oc2ccc(NC(=O)C3CCCCC3)cc2C1=O
→ 3.4	5	-14	-2	-1	0	-39	8	·	-8	5
Cc1ccc(Sc2ccc(C(=O)NC(C)C)cc2[N+](=O)[O-])cc1
→ 2.3	1	4	16	9	21	1	24	0	-1	2
C=CCNc1nc2c(c(=O)[nH]c(=O)n2C)n1CCCCC
→ 0.6	3	-2	-1	5	-7	-10	-1	2	-2	-4
OC(CNCc1cccs1)c1ccccc1 (stereo unspecified)
→ -0.4	4	-3	-16	-23	7	-17	-22	0	5	7
O=C1CN(C(=O)COc2ccccc2Cl)c2ccccc2N1
→ -2.2	-2	-11	-14	-42	11	-12	-18	1	-23	7
O=C(c1ccc2c(=O)n(Cc3ccc(Cl)cc3)c(=S)[nH]c2c1)N1CCCC1
→ 0.2	-4	-6	12	-6	20	3	19	-2	-6	-13
COc1ccc(/C=N/OCC(=O)NC(c2ccccc2)c2ccccc2)cc1OC
→ -0.2	25	9	-8	12	28	21	81	0	21	0
Fc1ccccc1CSc1ncnc2c1ncn2C1CCCO1 (stereo unspecified)
→ -0.2	-15	9	-269	-262	24	-55	-12	·	-63	-6
O=C1CS/C(=N\c2ccccn2)N1C1CCCCC1
→ 6.1	3	-1	14	-2	-16	-25	15	4	-9	-6
CCN(CC)c1ccc(NC(=O)CN2CCN(c3nc(C)cc(C)n3)CC2)cc1
→ -1.5	-3	-16	20	21	19	-7	8	0	14	17
Fc1ccc(/C=N/Nc2nnnn2-c2ccccc2)cc1
→ 3.0	5	-8	-13	-35	-6	3	0	3	8	-8
O=C(c1cccc(C(F)(F)F)c1)C1CCCN(C(=O)CN2CCOC2=O)C1 (stereo unspecified)
→ -0.3	-9	-11	-20	-26	-10	-11	-4	1	4	12
O=S(=O)(Nc1ccc(Br)cc1)N1CCOCC1
→ 0.3	10	16	16	3	14	-23	8	-5	2	-1
O=C(NCc1cccnc1)C1C2C=CC(C2)C1C(=O)Nc1cccc(C(F)(F)F)c1 (stereo unspecified)
→ 0.3	-5	-11	-2	-1	-11	5	10	·	·	-10
O=C(CN(Cc1ccco1)C(=O)CNS(=O)(=O)c1ccc(F)cc1)NCc1ccccc1
→ 1.3	5	7	1	5	11	3	12	0	12	0
O=C(Nc1nc(-c2ccc(F)c(F)c2)cs1)c1cc([N+](=O)[O-])ccc1N1CCOCC1
→ -2.7	4	12	-18	-22	14	-13	21	5	10	-23
COC(=O)c1c(N)nc(C)n1-c1ccc(OC)cc1
→ -0.2	5	0	15	5	-4	-7	-9	1	3	-13
CCOc1ccc(NC(=O)CN(C)C(=O)CC2CCCCC2)cc1OCC
→ -0.6	-9	19	11	8	-7	23	8	2	7	9
C/C(=C\c1ccccc1)C(=O)Nc1nc2ccc([N+](=O)[O-])cc2s1
→ 1.4	-19	1	-155	-150	1	-73	-11	-1	-46	-3
O=C(C[C@H]1C/C=C\C[C@@H](Cc2ccc(F)cc2)C(=O)O[C@H](c2ccccc2)CNC1=O)N[C@@H](CO)Cc1ccccc1
→ -1.0	-2	14	14	7	9	-10	6	·	-7	-14
NCCNC(=O)Cc1cccc(NC(=O)Cc2ccc(Nc3ncnc4c3ncn4[C@@H]3O[C@H](CO)[C@@H](O)[C@H]3O)cc2)c1
→ 2.2	8	-12	-26	-18	-7	-9	-15	2	-13	15
Cc1ccccc1NC(=O)CSCCO
→ -0.8	-6	-7	4	11	-1	-16	6	2	7	4
NCc1cccc(CNc2ccc([N+](=O)[O-])cc2C(N)=O)c1
→ -1.0	9	-22	-55	12	-18	17	1	2	-20	4
CCOC(=O)C1CCN(C2CCN(C(=O)c3oc4c(C)c(C)ccc4c3C)CC2)CC1
→ -0.5	-5	7	-78	-81	13	-73	-34	1	0	-8
CCCCC(=O)Nc1ccc(NC(=O)CCCC)nc1
→ 1.4	5	2	-13	-13	4	-7	-28	-1	-7	7
Cc1ccccc1CS(=O)(=O)c1cnc2ccccc2n1
→ -0.7	1	-20	40	17	-13	-37	-8	3	14	-20
CCN(Cc1nc2cc(OC)c(OC)cc2c(=O)[nH]1)C(=O)c1ccc(S(=O)(=O)N(C)C)cc1
→ 8.3	9	-6	10	17	1	-21	5	-1	6	8
NC(=O)c1ccsc1NC(=O)c1ccc(N2CCCC2=O)cc1
→ -3.5	23	-9	-79	-36	80*	-110	-20	5	4	-18
Cc1ccc(NC2CCCN(C(=O)CCc3scnc3C)C2)cc1C (stereo unspecified)
→ -0.3	6	-30	0	0	-3	-20	7	-3	1	15

# Reformatted bar-delimited: two of the compounds above.
smiles | hiPSC survival | EBV LMP1 NFkB | CF NFkB inh | Peg3 promoter | HIF-2a inh | C8 TRAIL sens | NR2E3 ag-1 | Shn3 3UTR inh | NR2E3 ag-2 | TRPM1 prom inh | KKLEB cytotox
CCOc1ccc(NC(=O)CN(C)C(=O)CC2CCCCC2)cc1OCC | -0.6 | -9 | 19 | 11 | 8 | -7 | 23 | 8 | 2 | 7 | 9
C/C(=C\c1ccccc1)C(=O)Nc1nc2ccc([N+](=O)[O-])cc2s1 | 1.4 | -19 | 1 | -155 | -150 | 1 | -73 | -11 | -1 | -46 | -3

# Next section
# Values in the order: hiPSC survival	EBV LMP1 NFkB	CF NFkB inh	Peg3 promoter	HIF-2a inh	C8 TRAIL sens	NR2E3 ag-1	Shn3 3UTR inh	NR2E3 ag-2	TRPM1 prom inh	KKLEB cytotox
Cc1oc(-c2cccc(Cl)c2)nc1CN1CCCC(C(=O)NCCCN2CCOCC2)C1 (stereo unspecified)
→ 0.6	-20	13	7	9	15	7	-1	-2	-4	-10
COCCOC(=O)c1[nH]c2c(c1C)C(=O)CC(c1ccco1)C2 (stereo unspecified)
→ -0.9	-2	37	-2	-4	17	-43	66	0	·	-11
COc1ccc(OC)c(C(=O)NC(CC(N)=O)c2ccc(NCCN3CCOCC3)c([N+](=O)[O-])c2)c1 (stereo unspecified)
→ 9.1	8	19	11	-1	-2	0	0	4	4	-18
COc1ccccc1-c1n[nH]c(=S)n1N
→ 1.4	-2	-20	-6	13	0	-13	-13	2	8	13
Cc1nc2cc(NC(=O)NCCC3=CCCCC3)ccc2o1
→ -1.2	-2	3	-122	-93	-23	-25	-9	2	-23	-4
CCc1ccc(/C(C)=N/NC(=O)c2c[nH]c3ccccc23)s1
→ -0.4	-5	-26	-71	-88	8	-29	-18	-4	-9	3
O=C(OCc1cc(=O)n2cc(Br)ccc2n1)C1COc2ccccc2O1 (stereo unspecified)
→ -2.1	9	6	13	18	29	-11	21	-2	6	3
O=C(CCNC(=O)c1ccc([N+](=O)[O-])cc1)Nc1ccc(F)c(F)c1F
→ -0.5	0	14	-6	7	-20	-4	-6	2	-5	-1
C/C(CC(=O)Nc1ccc(Cl)c(Cl)c1)=N\NC(N)=S
→ -0.4	-3	-9	2	-13	9	-27	-5	-1	-25	-3
COc1ccc(CC(N)c2csc(Nc3ccc(C(C)=O)cc3)n2)cc1 (stereo unspecified)
→ 3.6	·	-3	9	2	-2	10	22	·	·	-10
CCc1ccc(Oc2nnnn2-c2ccc(C(N)=O)cc2)cc1
→ 0.8	-6	-17	-17	-5	6	-34	-5	4	2	-5
O=C1CSC(=S)N1c1cccnc1
→ 2.1	-14	16	22	11	-7	-12	27	-1	3	-17
Cc1ccc(NC(=O)c2ccccc2OCC(=O)c2ccc(F)cc2)cc1
→ -2.3	-8	37	12	2	-10	6	5	2	-12	-45
CCOC(=O)N1CCC(=NNC(=O)c2ccccc2F)CC1
→ 2.2	-5	-2	-12	1	-11	-84	-20	0	-20	6
CC(=O)c1ccc(NC(=O)CCn2c(=S)oc3ccccc32)cc1
→ 1.4	10	-21	0	8	-4	-34	-2	-2	-12	10
Nc1nc(CSc2ccc(Cl)cc2)nc(N2CCCCC2)n1
→ -0.1	-1	17	-6	-39	-7	-11	4	1	-13	-15
CC(C)Sc1nc2sccc2c(=O)n1-c1ccccc1
→ 0.4	-9	-8	18	10	2	-32	-3	4	-5	-1
O=C(O)/C=C/C(=O)N1Cc2cc3ccccc3nc2C1
→ -0.6	1	8	5	-2	-19	-11	1	0	2	-1
CNC(=O)c1ccccc1S(=O)c1ccccc1C#N (stereo unspecified)
→ -1.7	3	5	3	18	-9	-23	-6	-2	4	6
COc1ccc(C(=O)NCc2ccc(-c3nc4ccccc4s3)cc2)cc1
→ 1.3	17	0	-87	-139	11	-66	-31	-1	-69	-15
CCCOc1ccc(N2C(=O)CC(N(Cc3ccc(S(N)(=O)=O)cc3)C(=O)CC)C2=O)cc1 (stereo unspecified)
→ 6.4	-5	-7	8	14	7	13	-7	4	3	5
O=C(N/N=C(\CC(=O)c1cccs1)C(F)(F)F)c1cccnc1
→ 0.1	-1	-9	-1	4	3	27	18	-3	5	-2
CCN(C(=O)CN1C(=O)NC2(CCc3ccccc32)C1=O)C1CCCCC1 (stereo unspecified)
→ 0.4	5	-18	9	26	-4	5	-9	4	10	7
CCOc1cc(S(=O)(=O)N(CC)CC)ccc1Br
→ -2.5	-14	8	10	11	-7	-13	-12	5	-6	-16
Cc1onc(-c2ccccc2)c1C(=O)Nc1ccc(S(=O)(=O)N2CCCC2)cc1
→ -0.3	1	25	19	17	3	14	11	0	2	-8
CCC(C)c1ccc(NC(=O)C2CCN(c3ncccn3)CC2)cc1 (stereo unspecified)
→ -0.1	-12	16	2	13	17	18	10	0	0	1
CN1/C(=C\C(=O)c2ccco2)C(C)(C)c2ccccc21
→ -2.0	7	2	-37	-19	20	-8	79	-4	12	-34
CCOCCSc1nc2c(c(=O)[nH]c(=O)n2C)n1CCCc1ccccc1
→ 1.4	0	-12	13	21	-5	11	7	-3	0	2
O=C(COC(=O)c1cc([N+](=O)[O-])ccc1N1CCCC1)Nc1ccccc1OC(F)F
→ 0.1	5	-8	18	3	16	-21	25	·	7	-3
Cn1c(=O)c2c(nc(NN=C3CCCCC3)n2C)n(C)c1=O
→ 0.9	-1	-16	5	13	-13	6	7	0	-8	6
CCC(CC)NC(=O)CON=C1c2ccccc2-c2ccccc21
→ 0.2	-3	16	7	17	-13	1	-10	0	-8	-3
